# USP1-UAF1 inh = Inhibitors of USP1/UAF1: Primary Screen. AID 743255, 2014. 390,000 compounds, 0.23% hits. recombinant USP1/UAF1, Ub-Rhodamine cleavage fluorescence. Ubiquitin carboxyl-terminal hydrolase 1 (Homo sapiens), O94782. Potency, µM (series often up to 57.1 µM), for inactives: at the top dose activity change, negative = inhibition, actives largely listed as inhibitors; note: potency is the fitted concentration of half-maximal effect; % is set by controls: 0 for no effect and ±100 for the full control effect; nearly all actives have a fitted effect of over 60% in size; inactives centre near -12
# Target sequence (O94782 whole entry, looked up): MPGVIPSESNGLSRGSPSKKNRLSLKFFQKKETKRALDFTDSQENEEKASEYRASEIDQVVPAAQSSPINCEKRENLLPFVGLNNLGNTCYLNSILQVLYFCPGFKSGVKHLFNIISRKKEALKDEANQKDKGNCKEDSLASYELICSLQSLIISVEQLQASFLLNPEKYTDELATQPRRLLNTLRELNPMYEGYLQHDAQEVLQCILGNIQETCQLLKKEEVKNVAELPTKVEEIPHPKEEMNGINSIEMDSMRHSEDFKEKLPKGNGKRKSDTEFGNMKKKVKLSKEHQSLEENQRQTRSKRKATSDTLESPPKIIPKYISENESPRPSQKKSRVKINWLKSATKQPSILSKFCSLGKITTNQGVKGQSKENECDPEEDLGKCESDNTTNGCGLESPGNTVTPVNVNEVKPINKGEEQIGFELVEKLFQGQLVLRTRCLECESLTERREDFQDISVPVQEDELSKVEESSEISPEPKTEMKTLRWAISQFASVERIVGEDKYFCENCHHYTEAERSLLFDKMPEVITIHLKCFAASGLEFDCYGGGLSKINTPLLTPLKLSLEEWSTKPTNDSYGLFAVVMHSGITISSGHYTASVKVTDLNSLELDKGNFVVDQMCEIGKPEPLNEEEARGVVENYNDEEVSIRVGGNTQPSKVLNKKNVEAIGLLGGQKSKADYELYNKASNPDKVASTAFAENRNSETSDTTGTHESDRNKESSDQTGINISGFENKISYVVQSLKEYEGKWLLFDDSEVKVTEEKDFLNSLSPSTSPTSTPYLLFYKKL
#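 USP1/UAF1 complex (1 nM) preincubated 15 min at room temperature with compound, then Ub-Rho substrate (150 nM final) added. Kinetic fluorescence at 480/540 nm over 6 reads at 60 s intervals; 50 mM HEPES pH 7.8, 0.5 mM EDTA, 0.1 mg/ml BSA, 1 mM TCEP, 0.01% Tween-20.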
# LDHA block = qHTS assay for inhibitors of human lactate dehydrogenase. L-lactate dehydrogenase A chain (Homo sapiens), P00338. purified LDHA, NADH/diaphorase-resazurin fluorescence; active compounds read low. activity change, % (values are at about 110 or 230 µM). 480,000 compounds, 0.15% hits; in the data active = activity change below about -30%; inconclusive = mostly about -25% to -30%;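 note: plate controls were DMSO wells for no effect and wells without enzyme for full effect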
#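 Resorufin fluorescence (ex540/em590), read at 0 and 20 min after diaphorase/resazurin addition, reports the NADH left after a 5 min room-temperature reaction of 2 nM human LDH5 with 0.06 mM NADH and 0.2 mM pyruvate.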
# PI4K2A block = qHTS for small molecular inhibitors of PI4K2A | Phosphatidylinositol 4-kinase type 2-alpha (Homo sapiens), Q9BTU6 | purified PI4K2A, ADP-Glo luminescence, 1 h; active compounds read low | activity change, negative = inhibition, % at 76.9 µM | 420,000 compounds, 0.13% hits | AID 1346378, 2018; in the data active = activity change below about -50%; inconclusive = mostly about -30% to -49%;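 note: -100% = wells without enzyme as full effect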
#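 ADP-Glo luminescence measured ADP generated by PI4K2A enzyme (4 ug/mL before mixing) with 1.2 mM PI substrate (pre-mix) and 300 microM ATP (pre-mix). Tris pH7.5 buffer with MgCl2, Triton X-100; 1 h reaction at ambient temperature.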
# RXFP1 ag = qHTS Assay for Agonists of the Relaxin Receptor RXFP1 | 370,000 compounds, 0.3% hits | Relaxin receptor 1 (Homo sapiens), Q9HBX9 | Potency, µM (doses to about 57.5 µM), inactives show at the top dose activation, hits mostly activators | HEK293T-RXFP1 cAMP TR-FRET, 30 min; response scale: percent of porcine relaxin response, buffer zero; note: potency is the fitted concentration of half-maximal effect; % is set by controls: 0 for no effect and ±100 for the full control effect; nearly all actives have a fitted effect of over 60% in size; many of its hits are not listed in these tables
#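 HEK293T cells stably expressing RXFP1 were pretreated with the PDE4 inhibitor Ro 20174, exposed to compounds for 30 min at 37C, lysed, and cAMP was read by TR-FRET. Data normalized to buffer (basal) and 29 nM porcine relaxin (100%).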
# GRP78 ERSR act = qHTS for Inducers of the Endoplasmic Reticulum Stress Response (ERSR) in Human Glioma: qHTS | 420,000 compounds, 0.02% hits | Potency, µM, for the others: at the highest dose activation, usual class: activators | U87-MG GRP78 promoter luciferase reporter, 16 h | AID 602332, 2012; note: potency is the fitted concentration of half-maximal effect; series mostly up to about 76 µM; % of control where 0% means no effect; nearly all actives have a fitted effect of over 35% in size
#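 ERSR induction read as luciferase luminescence (Bright-Glo, 10 min at room temperature) in stably transfected human U87-MG glioma cells exposed to compounds for 16 h, using GRP78 as sensor.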
# mIDH1 inhibitor = qHTS for Inhibitors of mutant isocitrate dehydrogenase 1 (IDH1): qHTS. Isocitrate dehydrogenase [NADP] cytoplasmic (Homo sapiens), O75874. IDH1-R132H enzyme, NADPH consumption, diaphorase/resazurin fluorescence. Potency, µM (highest dose often 76.6 µM), without a hit: at the highest dose activity change, negative = inhibition, most hits filed as inhibitors. 390,000 compounds, 0.093% hits. AID 602179, 2012; note: potency is the fitted concentration of half-maximal effect; % is set by controls: 0 for no effect and ±100 for the full control effect; nearly all actives have a fitted effect of over 65% in size
#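 IDH1-R132H (0.5 ug/mL) preincubated 30 min with compound, then NADPH (0.016 mM) and alpha-KG (2 mM) added; 80 min at RT, pH 7.5. Remaining NADPH coupled via diaphorase/resazurin to fluorescence (540/590 nm); concentration-response curves normalized to no-enzyme control.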
# TrxR1 substrate = qHTS Assay for Substrates of Mammalian Selenoprotein Thioredoxin Reductase 1 (TrxR1): qHTS; purified TrxR1 substrate turnover, NADPH consumption readout; Potency, µM (titrated, usually from 114 µM), inactives show at the top dose activity change, negative = substrate turnover; 390,000 compounds, 0.01% hits; note: potency is the fitted concentration of half-maximal effect; % is set by controls: 0 for no effect and ±100 for the full control effect; nearly all actives have a fitted effect of over 50% in size
#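 Rat TrxR1, dispensed at 90 nM, was prereduced with 400 uM NADPH (final) for 5 min at ~22 deg C, then incubated with compound 15 min before 400 uM selenite. A first-read NADPH fluorescence drop versus no-compound background flagged substrates.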
# Vif-APOBEC3F blk = qHTS for Inhibitors of Vif-A3F Interactions: qHTS; HeLa A3F-eYFP + Vif (tagged APOBEC3F with the HIV-1 protein that degrades it), YFP fluorescence increase; Potency, µM (series often up to 46.1 µM), without a hit: at the highest dose activity, negative = active; 390,000 compounds, 0.2% hits; AID 602313, 2012; note: potency is the fitted concentration of half-maximal effect; % of control where 0% means no effect; nearly all actives have a fitted effect of over 65% in size
#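 HeLa cells stably expressing Vif plus C-terminally eYFP-tagged A3F were seeded, incubated overnight at 37 deg C, dosed with compound, incubated overnight again at 37 deg C. Yellow fluorescence (Ex 488/Em 500-530) reported blocked Vif-mediated A3F-eYFP degradation.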
# Vif-APOBEC3G blk = qHTS for Inhibitors of Vif-A3G Interactions: qHTS | DNA dC->dU-editing enzyme APOBEC-3G (Homo sapiens), Q9HC16 | HeLa A3G-eYFP + Vif (tagged APOBEC3G with the HIV-1 protein that degrades it), YFP fluorescence, overnight | Potency, µM (doses to about 46.1 µM), inactives show at the highest dose activity, negative = active, usual class: inhibitors | 410,000 compounds, 0.076% hits;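 note: potency is the fitted concentration of half-maximal effect; % is set by controls: 0 for no effect and ±100 for the full control effect; nearly all actives have a fitted effect of over 60% in size; hits raise eYFP signal because A3G escapes Vif-driven loss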
#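 HeLa cells stably expressing Vif and C-terminally eYFP-tagged A3G, seeded overnight at 37 deg C, then exposed to compound by pintool overnight at 37 deg C. Rise in yellow fluorescence (Ex 488/Em 500-530, Acumen) marks blocked Vif-driven A3G degradation.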
# Active calls of the source: *; ? = inconclusive; nt = not tested or not shown; & = joins results of further samples; [ ] = another dose, or the depositor's remark. Unless noted, calls come from the whole dose curve; as a rule, active = well fitted curve in the direction sought with a large enough effect; inconclusive = small, poorly fitted or top-dose-only effect, or another doubt; inactive = no such curve, though single readings can be large; an effect the other way counts as inactive or inconclusive.
smiles	USP1-UAF1 inh	LDHA block	PI4K2A block	RXFP1 ag	GRP78 ERSR act	mIDH1 inhibitor	TrxR1 substrate	Vif-APOBEC3F blk	Vif-APOBEC3G blk
C[C@@H]1CN([C@@H](C)CO)C(=O)CCCn2nncc2CO[C@H]1CN(C)C(=O)Oc1cccc2ccccc12	0.9%	-4.2	-1.4	nt	-6.9%	1.7%	nt	-3.8%	0.4%
CN(C)CC1CSCCC1(O)c1ccc(C(F)(F)F)cc1 (configuration not stated)	-7.9%	-9.1	3.1	-2.7%	-3.6%	-1.7%	-4.9%	0.8%	0.2%
Clc1ccc(C(Cl)(Cl)Cl)c(Cl)c1	-20.5%	-7.2	-1.4	-0.4%	-2.4%	2.6%	14.7%	5.1%	0.7%
CCCN1CCC[C@@H]2Cc3[nH]ncc3C[C@H]21	-8.5%	-9.5	0.7&-1.8&5.9&1.9	nt	-4.8%&-5.7%&0.8%&-3.1%&-1.9%&-2.6%	36.0%	10.7%[57.1 µM]	9.0%	0.2%
CCOc1ccc(N2C(=O)NC(=O)/C(=C\c3ccccc3[N+](=O)[O-])C2=O)cc1	-6.8%	-52.7*	-12.6	-0.3%	-2.4%	2.3%	1.3%	-12.3%	0.1%
CC(C)C[C@H]1C(=O)N2CCCC2[C@]2(O)O[C@](NC(=O)[C@@H]3C=C4c5cccc6[nH]cc(c56)CC4N(C)C3)(C(C)C)C(=O)N12 (some centres not stated)	12.6µM*	3.7	-10.1	4.4%	-2.7%&0.4%&-4.4%	5.9%	16.4%	-17.3%	-6.1%
CN(CC#CCN1CCCC1)C(=O)c1cccc(Cl)c1	nt	-2.0	-3.5	nt	-1.9%	nt	4.3%	0.0%	-0.6%
O=c1[nH]c(=O)n(CCC2=CCCCC2)c(O)c1C=NCCN1CCNCC1	-12.5%	-4.3	0.9	1.8%	-3.1%	2.1%	4.9%	-5.9%	0.7%
O=C(N/N=C/c1c(O)n(Cc2ccc(F)cc2)c(=O)[nH]c1=O)c1ccccc1O	-19.7%	-15.9	1.4	-0.4%	-2.8%	0.9%	-6.3%	-4.3%	-6.7%
CCOc1c(Cl)cc(CNC(C)C(O)c2ccccc2)cc1OC (configuration not stated)	-2.4%	0.3	1.1	-1.6%	-1.6%	0.2%	-2.0%	5.2%	1.7%
CC[N+]12CCC(CC1)C(=C(c1ccccc1)c1ccccc1)C2	4.1%	-3.0	?	-0.9%	-3.3%	1.4%	-3.0%	0.0%	-0.3%
CC(=O)OC1N=C(c2ccccc2Cl)c2cc(Br)ccc2N(C)C1=O (configuration not stated)	-5.5%	-8.5	-4.2	1.5%	-2.9%	11.3%	-0.4%	-1.7%	-0.4%
Cc1cc(OCC(=O)NCC2CCC(C(=O)O)CC2)c2c3c(c(=O)oc2c1)CCC3 (configuration not stated)	11.1%	-3.4	-3.2	7.0%	-3.0%	8.1%	275.3%[activator]	-1.8%	2.2%
CC1N=C(c2ccccc2)c2cc(Br)ccc2NC1=O (configuration not stated)	-12.9%	-3.6	43.7	2.0%	-10.3%	5.3%	13.4%	-7.5%	-2.4%
CCC12CN3CCN(CC(C3)/C1=N\O)C2	-14.1%	-5.9	-1.6	3.0%	-4.7%	0.9%	10.1%[57.1 µM]	2.5%	0.5%
CCC(=NCc1cccnc1)c1c(O)n(-c2ccc(C)cc2)c(=O)[nH]c1=O	-3.4%	-0.8	-4.2	9.4%	0.0%	5.6%	5.8%	-14.6%	-4.8%
C#CCOc1cc(C2C3=C(COC3=O)Nc3cc4c(cc32)OCO4)ccc1OC (configuration not stated)	?	1.3	2.3	0.4%	-5.9%	1.8%	23.7%	1.1%	?
Cc1nc2ccc(Cl)cc2c(=O)n1-c1ccccc1Cl	-8.9%	-1.9	-10.4	0.7%	-3.2%	1.9%	0.6%[57.1 µM]	-5.6%	?
O=C(CCS(=O)(=O)c1ccc(Br)cc1)N1CCC2(CC1)OCCO2	9.1%	-2.5	-11.2	-1.2%	0.3%	-4.7%	3.3%	-1.1%	1.4%
CNC(=O)Oc1ccc2c(c1)C(=O)c1ccccc1CO2	-14.6%	-1.8	5.9	0.2%	7.2%	-4.4%	9.8%[57.1 µM]	-3.1%	1.3%
NC(Cc1ccccc1)c1nn[nH]n1 (configuration not stated)	-4.3%	-3.8	0.5	nt	-2.9%	-5.6%	-3.4%	2.3%	-5.5%
CCN1CCN(c2cc(N3CCCC3)c([N+](=O)[O-])cc2F)CC1	-7.6%	0.7	3.1	-1.5%	-1.0%	5.2%	-21.9%	-9.1%	-5.1%
CCOc1ccc(N2C(=O)CC(=O)NC2=O)cc1	-19.8%	-5.8	-8.2	-3.2%	-1.8%	2.4%	2.0%[57.1 µM]	6.1%	-3.0%
CCC(=NCCCn1ccnc1)c1c(O)n(-c2ccccc2)c(=O)[nH]c1=O	-29.5%	-1.9	0.7	0.3%	9.0%	3.0%	3.2%	-47.9%	-8.3%
CC12CN3CC(C)(CN(C1)C3c1cccnc1)C2=O (configuration not stated)	-12.9%	-1.8	-9.0	-3.2%	-2.4%	-4.5%	5.9%[11.4 µM]	-5.3%	3.6%
Cc1cccc(C(O)(C(=O)O)c2ccccc2)c1 (configuration not stated)	-9.9%	5.4	-2.9	nt	-6.4%	1.2%	-6.0%[57.1 µM]	?	-0.2%
Cc1ccc(C2C(S(C)(=O)=O)=C(O)C(=O)N2c2ccccc2)cc1 (configuration not stated) (tested in a mixture with another compound)	-0.5%	-6.7	9.7	4.8%	-4.4%	6.2%	7.7%[57.1 µM]	9.2%	4.2%
C=CCn1cc(C=C2C(=O)NC(=O)NC2=O)c2ccccc21	176.2%[activator]	-8.5	-18.7	-0.6%	-4.0%	15.2%	-3.6%	?	-6.5%
CCOc1ccc(Cl)cc1CNCCc1ccc(F)cc1	-15.5%	-1.1	1.9	-0.2%	1.0%	4.0%	6.0%	-3.9%	-0.1%
CC(C)c1ccc(C2NCc3ccccc3-n3cccc32)cc1 (configuration not stated)	-3.3%	0.1	-1.0	3.9%	-7.9%	-1.8%	-19.1%	-11.0%	-0.8%
CN(C)C1(CNC(=O)Nc2ccc(Cl)c(Cl)c2)CCCCC1	-21.7%	-6.9	1.2	-2.4%	2.4%	-1.3%	8.8%	-5.7%	5.9%
COc1ccc(-c2nnc3n2N(C(C)=O)C(c2ccc(Cl)c(Cl)c2)=C(C(C)=O)S3)cc1	?	-10.7	4.6	0.0%	-1.5%	-6.5%	-2.4%[57.1 µM]	3.7%	8.4%
O=C(c1cc(F)ccc1F)C1CCCN(Cc2cc(Cl)ccc2O)C1 (configuration not stated)	-17.4%	-7.6	1.2	-3.2%	-3.6%	-3.3%	4.5%[57.1 µM]	2.4%	1.4%
c1ccc2c(CN3CCCCCC3)c[nH]c2c1	-13.2%	-5.2	-2.1	-0.5%	0.8%	-7.5%	-5.0%	-8.2%	-6.0%
COc1ccc(C(=O)Nc2ccc(Cl)cc2C(=O)c2ccccc2)c(OC)c1	-7.8%	-2.7	-3.1	-0.3%	-1.9%	-22.1%	3.0%	3.4%	1.4%
Cc1nn(Cc2ccccc2)c(C)c1C(=O)NC1CCCc2ccccc21 (configuration not stated)	-1.4%	0.2	3.0	-1.3%	-2.5%	-1.2%	-10.6%	-5.5%	0.0%
COc1c(C)cc(C(=O)C2CCCN(C3CCOCC3)C2)cc1C (configuration not stated)	-22.4%	-2.6	0.2	2.7%	-2.9%	2.4%	-1.3%	-2.9%	-3.5%
C#C[C@@]1(O)CCC2C3CCC4=C/C(=N/OCC(=O)NC(C(=O)NC(CC(C)C)C(=O)O)C(C)C)CC[C@]4(C)C3CC[C@@]21C (some centres not stated)	?	-0.6	5.0	1.1%	9.0%	1.8%	6.6%	-3.7%	0.8%
COc1ccccc1OP(=O)(Nc1cccnc1)Oc1ccccc1OC	-11.2%	-2.2	-4.7	0.2%	-1.9%	-0.5%	-8.2%[11.4 µM]	-1.1%	-4.2%
CC1=C(C(=O)O)N2C(=O)C(NC(=O)CCCC(=O)O)C2SC1 (configuration not stated)	2.3%	-3.9	-19.1	0.5%	-3.4%	-0.7%	7.3%[57.1 µM]	3.4%	2.6%

# Bioassay records deposited in PubChem by National Center for Advancing Translational Sciences (NCATS).

# Some of the compounds tested. The share of hits here may be higher or lower than overall.
